# Screening results (PubChem)
# B2AR arrestin: recruits beta-arrestin to the human beta2-adrenergic receptor; AID 492947; Potency, µM (doses to about 46.1 µM), without a hit: at the highest dose activation, actives largely listed as activators; beta-arrestin recruitment to beta2AR, cell-based reporter; 330,000 tested, 0.02% active;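 further: potency means the concentration at half of the fitted maximal effect; 0% = DMSO controls and full agonism = EC100 isoproterenol or metaproterenol; nearly all actives have a fitted effect of over 65% in size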
# TCR activator: T cell receptor activation; primary human leukocytes, anti-CD3, IL-2 HTRF, 48 h; Potency, µM (top dose mostly 9.22 µM), for the others: top-dose activation of IL-2 secretion, usual class: activators; 330,000 tested, under 10 active; AID 504894; further: % of control where 0% means no effect
#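 IL-2 release read by HTRF sandwich (Eu cryptate donor, d2 acceptor, 665 nm emission) after 48 hr exposure of primary human leukocytes to compound together with anti-CD3 beads in the absence of co-stimulatory signals.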
# TSHR antagonist: antagonists of human thyroid stimulating hormone receptor; 330,000 tested, 0.2% active; activity change, negative = inhibition, % at 11.5 µM; TSHR-expressing cells, TSH-stimulated cAMP HTRF, 2 h; stronger effect = lower value; AID 504810; P16473;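 active means activity change below a set negative limit, meaning inhibition stronger than a set level, cut at about -70% in these data; inconclusive means activity change between two set negative limits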; further: on the % scale 0 is the no-effect control and ±100 the full control effect
# Target sequence (P16473 whole entry, looked up): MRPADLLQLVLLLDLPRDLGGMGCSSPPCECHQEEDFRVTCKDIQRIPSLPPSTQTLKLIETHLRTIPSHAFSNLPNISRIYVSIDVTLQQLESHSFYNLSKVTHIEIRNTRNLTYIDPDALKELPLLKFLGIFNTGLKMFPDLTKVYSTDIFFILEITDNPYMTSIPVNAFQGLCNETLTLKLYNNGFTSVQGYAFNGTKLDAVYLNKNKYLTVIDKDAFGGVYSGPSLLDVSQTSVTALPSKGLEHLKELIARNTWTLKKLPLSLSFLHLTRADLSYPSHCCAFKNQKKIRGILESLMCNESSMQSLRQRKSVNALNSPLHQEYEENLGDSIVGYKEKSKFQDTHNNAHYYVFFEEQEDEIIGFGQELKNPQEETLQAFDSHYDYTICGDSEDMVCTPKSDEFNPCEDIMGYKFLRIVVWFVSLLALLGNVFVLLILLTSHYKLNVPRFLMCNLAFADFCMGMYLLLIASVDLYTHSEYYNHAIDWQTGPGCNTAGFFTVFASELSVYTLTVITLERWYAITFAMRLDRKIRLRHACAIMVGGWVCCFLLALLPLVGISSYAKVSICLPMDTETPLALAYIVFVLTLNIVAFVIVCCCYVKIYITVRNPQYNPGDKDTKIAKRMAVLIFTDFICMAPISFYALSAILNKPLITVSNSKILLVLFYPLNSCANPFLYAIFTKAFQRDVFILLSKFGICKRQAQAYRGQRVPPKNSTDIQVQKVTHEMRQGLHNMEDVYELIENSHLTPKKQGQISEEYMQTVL
#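 Inhibition of cAMP made by TSHR-expressing cells under TSH stimulation (4nM final, EC80; 2 h, 37 deg C) is quantified with a one-step lysis HTRF kit, anti-cAMP cryptate versus cAMP-d2.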
# Mito fusion yeast: inhibitors of mitochondrial division or activators of mitochondrial fusion. Potency, µM (series often up to 46.1 µM), for inactives: at the top dose growth rescue (activation), most hits filed as activators. S. cerevisiae fusion-defective mutant growth rescue, CellTiterGlo 48 h. 320,000 tested, 0.23% active. AID 485298;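 further: potency means the concentration at half of the fitted maximal effect; % of control where 0% means no effect; nearly all actives have a fitted effect of over 45% in size; temperature-sensitive fusion mutants such as fzo1-1 at 37 °C on non-fermentable ethanol glycerol medium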
#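 Read-out: ATP-based luminescence (CellTiterGlo, 10 min ambient) reporting growth of fusion-defective ts yeast after 48 hours at 37C on glycerol/ethanol YPEG medium in the presence of compound.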
# Eya2 inh: inhibitors of human Eya2 phosphatase activity; O00167; recombinant Eya2, OMFP fluorescence dephosphorylation (OMFP is methylfluorescein phosphate); Potency, µM (doses to about 76.9 µM), inactives show top-dose activity, negative = inhibition, usual class: inhibitors; 330,000 tested, 0.006% active; AID 488837; further: potency means the concentration at half of the fitted maximal effect; on the % scale 0 is the no-effect control and ±100 the full control effect
#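 Eya2 protein (added as 0.2 uM solution) was preincubated with compound for 10 min at ambient temperature in 50 mM HEPES pH 7.5, 50 mM NaCl, 5 uM MgCl2, 0.05% BSA, 1 mM DTT. OMFP (added at 50 uM) then reacted 10 min; fluorescence read at 485/525 nm.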
# TSG101-PTAP inh: blocks PTAP/TSG101 interaction to inhibit HIV-1 budding | Fluorescence polarization, FITC-PTAP peptide / Tsg101 binding | Potency, µM (series often up to 115 µM), inactives show at the highest dose activity change, negative = inhibition, usual class: inhibitors | AID 493005 | Q99816 | 340,000 tested, under 10 active; active means well fitted inhibition curve with a large enough effect in the main read-out, with a control signal flat, not every such curve was filed as active; inconclusive means small, poorly fitted or top-dose-only effect, or effect the other way, or a change in a side signal; inactive means no such curve, though single readings can be large or run the other way; further: potency means the concentration at half of the fitted maximal effect; % of control where 0% means no effect
# Target sequence (Q99816 whole entry, looked up): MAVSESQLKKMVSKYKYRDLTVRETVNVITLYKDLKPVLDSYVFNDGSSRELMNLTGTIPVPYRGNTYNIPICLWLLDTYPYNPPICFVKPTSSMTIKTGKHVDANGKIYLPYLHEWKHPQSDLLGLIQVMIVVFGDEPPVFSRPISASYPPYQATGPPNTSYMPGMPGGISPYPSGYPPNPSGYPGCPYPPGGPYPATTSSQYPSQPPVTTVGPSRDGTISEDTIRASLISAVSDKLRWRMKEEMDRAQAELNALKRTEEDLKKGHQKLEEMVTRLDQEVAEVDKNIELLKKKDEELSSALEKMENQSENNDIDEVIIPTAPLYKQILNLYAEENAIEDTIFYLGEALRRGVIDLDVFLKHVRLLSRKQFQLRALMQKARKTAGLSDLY
#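 FP read-out: FITC-PTAP peptide, 50 nM final, binding Tsg101 binding domain, 10 uM final; 20 min, r.t.; 10 mM HEPES pH 7.5, 0.15 M NaCl, 0.01% Tween 20, 3 mM EDTA, 0.1 mM TCEP.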
# USP2a block: inhibitors of human ubiquitin-specific protease USP2a. Potency, µM (doses to about 38.3 µM), for the others: at the highest dose activity change, negative = inhibition, most hits filed as inhibitors. USP2 core, Ub-CHOP2 coupled fluorogenic reporter, 485/531. 330,000 tested, 0.01% active;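 further: potency means the concentration at half of the fitted maximal effect; plate controls were DMSO wells for no effect and full inhibition by NEM control for full effect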
#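 Cell-free coupled assay: 10nM USP2 core preincubated 30min RT with compound in Tris-HCl pH 8.0/CaCl2/CHAPS buffer, then 25nM Ub-CHOP2 and 25nM reporter substrate; fluorescence (Ex 485/Em 531) read after 60min RT, normalized to NEM inhibition, concentration-response curves fitted.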
# ELG1 repair inh: inhibitors of ELG1-dependent DNA repair in HEK293T cells; HEK293T ELG1-luciferase reporter, luminescence, 16 h; DNA damage induced by 5-fluorouridine; Potency, µM (titrated, usually from 46.1 µM), without a hit: at the highest dose activity change, negative = inhibition, hits mostly inhibitors; 330,000 tested, 2.3% active; further: potency means the concentration at half of the fitted maximal effect; on the % scale 0 is the no-effect control and ±100 the full control effect; nearly all actives have a fitted effect of over 55% in size
#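 Step one: seed 2,000 cells per well. Step two: pin-transfer compound or DMSO alongside 5-fluorouridine. Step three: incubate 16 hr, 37 °C, 5% CO2. Step four: add ONE-Glo, wait 30 min, read luminescence.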
# Chronic BCR inh: chronic active BCR signaling inhibition; Potency, µM (top dose mostly 46.1 µM), without a hit: top-dose ratio change, negative = lower green/red ratio, hits mostly inhibitors; AID 493014; ABC-DLBCL IkBa-CBG/CBR reporter, luminescence ratio, 4 h; 340,000 tested, 0.05% active; active means well fitted inhibition curve with a large enough effect in the signal ratio, with a control signal flat, not every such curve was filed as active; inconclusive means small, poorly fitted or top-dose-only effect, or effect the other way, or a change in a side signal; the % refers to the signal ratio;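 further: potency means the concentration at half of the fitted maximal effect; plate controls were basal doxycycline-induced cells for no effect and cells given 10 µM MG132 for full effect; MG132 reads +100%, hits lower the ratio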
#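 TMD8 human ABC-DLBCL cells with doxycycline-inducible IκBα–green luciferase fusion and unfused red luciferase, in 0.5% FBS medium; compounds up to 46 uM, 4 h at 37C. Green/red luminescence ratio, filter-overlap corrected, fitted to concentration-response curves.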
# Tb PFK block: inhibitors of T. brucei phosphofructokinase | 330,000 tested, 0.17% active | Potency, µM (series often up to 57.5 µM), without a hit: at the highest dose activity, negative = inhibition, usual class: inhibitors | AID 485367 | T. brucei PFK, ADP-Glo luminescence | O15648;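 further: potency means the concentration at half of the fitted maximal effect; 0% = uninhibited 1x PFK enzyme wells and -100% = no-enzyme wells; nearly all actives have a fitted effect of over 60% in size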
#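 Compounds were pin-transferred as a titration series up to 57 uM into substrate buffer (0.5 mM F6P, 0.1 mM ATP, pH 8.0), then 1.25 nM PFK was added and reactions ran 45 min before ADP-Glo detection.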
# uPA generation: inhibitors of cell surface uPA generation | AID 540303 | 330,000 tested, 0.31% active | cell surface uPA generation assay, qHTS | Potency, µM (titrated, usually from 38.3 µM), inactives show at the top dose activity change, negative = inhibition, most hits filed as inhibitors; active means well fitted inhibition curve with a large enough effect; inconclusive means small, poorly fitted or top-dose-only effect; inactive means no such curve, though single readings can be large or run the other way; tested in mouse RAW 264.7 cells; further: potency means the concentration at half of the fitted maximal effect; on the % scale 0 is the no-effect control and ±100 the full control effect; nearly all actives have a fitted effect of over 55% in size
# * = called active by the depositor; ? = inconclusive; nt = no result given; [ ] = another dose, or the depositor's remark. Unless noted, the call rests on the fitted dose curve; in most records, active means well fitted curve in the direction sought with a large enough effect; inconclusive means small, poorly fitted or top-dose-only effect, or another doubt; inactive means no such curve, though single readings can be large; an effect the other way counts as inactive or inconclusive.
SMILES,B2AR arrestin,TCR activator,TSHR antagonist,Mito fusion yeast,Eya2 inh,TSG101-PTAP inh,USP2a block,ELG1 repair inh,Chronic BCR inh,Tb PFK block,uPA generation
Cn1c(=O)c2c(nc(N3CCN(c4ccccc4)CC3)n2CCCc2ccccc2)n(C)c1=O,1.8%,-61%,2,6%,5%,-1%,1%,?,1%,7%,7%
C=C(C)[C@@H]1CCC2(C(=O)O)CC[C@]3(C)[C@H](CC[C@@H]4[C@@]5(C)CCC(=O)C(C)(C)[C@@H]5CC[C@]43C)[C@@H]12 (some centres not stated),-1.8%,0%,-2,0%,5%,0%,-1%,0%,-5%,-3%,6%
Cc1cccc(OCCOc2ccc(/C=N/NC(=O)Cc3nnc(N)s3)cc2)c1,-0.2%,nt,-9,4%,30%,nt,-2%,?,10%,-3%,nt
CCN(CC)C(=O)c1cn(-c2ccccc2)nc1-c1ccc2c(c1)OCCO2,0.1%,3%,15,-2%,-3%,-3%,0%,?,?,-2%,3%
CC1(C)CC(=O)c2c(Cc3ccccc3)n[nH]c2C1,0.2%,0%,22,-2%,7%,-1%,-1%,0%,4%,4%[0.46 µM],3%
COc1cc(C(=O)NCCOc2ccc(F)cc2)c(Br)c(OC)c1OC,0.2%,-2%,9,-15%,7%,1%,2%,?,?,-4%,-7%
Cc1ccc(S(=O)(=O)Cc2sc3ccccc3[n+]2C)cc1,-0.1%,0%,33,2%,-20%,-3%,-2%,-14%,3%,8%,nt
COc1ccc(S(=O)(=O)n2ccc(-c3cnc(-c4ccccc4)s3)n2)cc1,-0.6%,9%,?,0%,6%,-7%,0%,?,18%,1%,4%
Cc1ccccc1Nc1nc(-c2sc(NC(=O)c3ccccc3)nc2C)cs1,0.3%,nt,-8,-5%,-17%,nt,-7%,?,?,-4%[0.46 µM],nt
Cc1cc(=O)oc2cc(OCC(=O)OCC(=O)N(CCC#N)c3ccccc3)ccc12,-0.2%,-5%,-9,-6%,9%,-1%,2%,-10%,0%,-1%,4%
O=C(CSc1ccc(-c2ccccc2)nn1)N1CCCCC1,0.2%,2%,0,0%,-8%,0%,-1%,0%,5%,-13%,-2%
O=C(NCC(c1ccc(F)cc1)N1CCOCC1)c1ccc(-c2ccccc2)cc1 (configuration not stated),-0.1%,-2%,-11,nt,-35%,-4%,5%,?,5%,0%,-7%
Fc1cccc(Cl)c1CSc1ccc2nnc(-c3ccccn3)n2n1,-0.6%,-6%,-5,-2%,-23%,1%,3%,13%,2%,0%,2%
COc1ccc(O[C@H]2C=C[C@@H](c3ccccc3)O[C@@H]2COC(=O)CC/C(C)=N/O[C@@H](C)c2cn([C@H](CO)Cc3ccccc3)nn2)cc1,2.0%,nt,-2,-1%,-2%,nt,-5%,?,-11%,-1%,nt
CC(C)[C@H](NS(=O)(=O)c1ccccc1)C(=O)OCC(=O)Nc1ccccc1Sc1ccccc1,0.1%,-8%[46.1 µM],3,22µM*,-5%,-3%,-8%,-20%,0%,4%,-5%
O=C(c1ccc2c(c1)OCO2)N1CCN(S(=O)(=O)c2ccccc2)CC1,-0.2%,0%,-13,2%,3%,-2%,5%,2%,-1%,1%,-7%
COc1ccc(-c2ccc3c(c2)S(=O)(=O)c2cccc(C(=O)N4CCN(c5c(Cl)cncc5Cl)CC4)c2C3=O)cc1OC,0.1%,-2%,-16,nt,11%,5%,1%,?,4%,14%,-8%
Cc1nc2nc(C)c(NS(=O)(=O)c3ccc(C4CCCCC4)cc3)c(=O)n2[nH]1,0.7%,3%,-6,-7%,6%,-3%,0%,-4%,7%,-3%,2%
Nc1nc2ccc(-c3nc4ccccc4o3)cc2s1,0.2%,-1%[46.1 µM],-18,26%,5%,-5%,-1%,?,?,3%,-11%
O=C(NCc1nc2ccccc2[nH]1)C1=C[C@H](c2ccc3c(c2)OCO3)C[C@H](OCCCCO)O1,0.2%,1%,-26,7%,-12%,nt,0%,10%,-10%,-1%,12%
CCOC(=O)c1ccc(NC(=O)C2C3CCC(C3)C2C(=O)O)cc1 (configuration not stated),-0.4%,-3%,2,-3%,1%,-10%,0%,?,11%,-5%,-4%
Cc1oc(C(=O)Nc2ccc(C(=O)O)cc2)cc1COc1ccccc1,0.1%,0%,-2,-1%,24%,-2%,-1%,?,?,1%,3%
CC1CCN(C(=O)/C(=C/c2ccccc2Cl)c2ccccc2)CC1,-1.2%,2%,-5,0%,4%,-5%,-1%,8%,-2%,-8%,15%
CC(C)CCN(N=O)[C@@H](Cc1ccccc1)CN(N=O)[C@@H](Cc1ccccc1)CN(C)N=O,-0.7%,1%,-7,-1%,-1%,-1%,3%,2%,15%,-9%,-6%
O=C(CN1C(=O)COc2ccc(Cl)cc21)Nc1ccc(N2CCOCC2)cc1,-1.0%,-4%,5,0%,1%,-1%,-2%,13%,-1%,2%,12%
COC(=O)C(Cc1ccccc1)NC(=O)CCC(=O)NC(C)CCc1ccccc1 (configuration not stated),-0.4%,-2%,15,-1%,11%,-2%,1%,-1%,-1%,-2%,-1%
Cc1cc(NC(=O)CCC(=O)N(CC(C)C)C(C(=O)NC(C)(C)C)c2ccccc2Cl)no1 (configuration not stated),0.0%,6%,9,26%,-17%,7%,3%,3%,2%,0%,-3%
CCN(C(=O)CSc1nc(C)c(C)c(C)n1)C1CCS(=O)(=O)C1 (configuration not stated),-0.5%,3%[46.1 µM],-3,nt,3%,-9%,3%,15%,4%,-7%,-8%
Cc1cccc(CNC(=O)CCc2nnc(C3CCCCC3)o2)c1,0.2%,0%,-5,-3%,7%,-3%,0%,10%,?,1%,-3%
CCC(CC)C(=O)N1c2ccc(F)cc2CCC1C (configuration not stated),0.0%,4%,5,2%,-14%,-6%,-3%,-23%,-2%,2%,1%
CN(C)c1ccc(/C=N/NC(=O)CCCCCNC(=O)c2ccccc2)cc1,-0.2%,-5%,10,-4%,-24%,-2%,-1%,?,?,1%,2%
CN(C)c1ccc(NC(=O)c2cccc(N3C(=O)C4C5C=CC(C5)C4C3=O)c2)cc1 (configuration not stated),-1.1%,5%,-9,1%,-19%,-1%,0%,?,?,-1%,nt
Clc1cccc(Oc2ncc(CN3CCOCC3)s2)c1,-0.2%,2%,-1,-3%,5%,-3%,1%,?,4%,1%,1%
CCN(CC(=O)NCc1cccs1)C(=O)c1ccc(NS(=O)(=O)c2cccc([N+](=O)[O-])c2)cc1,0.3%,3%,11,3%,-14%,-1%,-1%,0%,25%,-3%,-1%
CCc1ccc(NC(=O)CSc2nnc(-c3cccs3)n2CC)cc1,-0.4%,-3%,2,-4%,-12%,-4%,0%,-9%,26%,1%,7%
COc1ccc(CNC(=O)COc2ccc(F)cc2)cc1,0.1%,-2%,6,-2%,2%,0%,0%,8%,0%,-6%,0%
CSc1ccccc1C(=O)Nc1ccc2c(c1)OCO2,-0.2%,-3%,0,0%,4%,-1%,-3%,?,?,-1%,-4%
CCCCNC(=O)C1CCN(S(=O)(=O)c2ccc3c(c2)CC(C)N3C(=O)C2CC2)CC1 (configuration not stated),-1.2%,2%,10,-4%,-10%,-1%,0%,?,-11%,0%,-9%
COc1cc(O)c2c(c1)OC(c1ccc(O)cc1)CC2=O (configuration not stated),0.1%,2%,-3,-17%,-9%,-2%,3%,10%,?,0%,6%
O=C(c1ccc(NS(=O)(=O)/C=C/c2ccccc2)cc1)N1CCCCC1,-1.5%,3%,18,-47%[inhibitor],13%,-8%,-1%,?,5%,0%,-13%
O=C(O)CSc1nnc(Cn2nnc3ccccc32)n1CCc1ccccc1,-0.8%,nt,8,-1%,-3%,-6%,-3%,-1%,0%,5%,-1%
CC(=O)c1ccc(NC(=O)CSc2cn[nH]n2)cc1,0.0%,-1%,0,5%,15%,-3%,0%,29%,?,7%,1%
CCOC(=O)NC(=O)/C(C#N)=C\Nc1ccc(Cl)cc1Cl,-0.2%,6%,-3,-1%,?,-2%,-1%,?,?,-1%,-6%
c1cc(-c2nc3cc(Cc4ccc5oc(-c6ccncc6)nc5c4)ccc3o2)ccn1,-0.2%,nt,27,1%,25%,nt,3%,4%,10%,11%,nt
CCCCN(C(=O)c1ccc(-c2ccc(Cl)cc2)o1)c1c(N)n(CCC)c(=O)[nH]c1=O,0.5%,1%,5,0%,1%,-7%,-1%,10%,8%,4%,0%
